# PPARg SRC1 recr – PPARgamma-driven SRC-1 recruitment agonism; P37231; 200,000 compounds, 0.41% hits; activation, % at 8 µM; AID 631; PPARgamma-SRC-1 coactivator recruitment biochemical assay; in the data active = activation above about 19%;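 note: 0% = DMSO and 100% = reference agonist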
# STAT1 inh – STAT1 signaling inhibition; NIH 3T3 STAT1-luciferase reporter, IFN-gamma, luminescence; inhibition, % at 5.5 µM; 200,000 compounds, 0.35% hits; AID 920;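 active = inhibition above a set limit, the mean inhibition across all tested compounds plus 3 SD, cut at about 34% in these data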;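 note: 0% = IFN-gamma with DMSO and 100% = IFN-gamma with 300 µM nifuroxazide; values of inactives mirror those of a sister screen read the other way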
# STAT3 blocker – inhibitors of IL-6 induced STAT3 signaling; U3A cells, IL-6 STAT3-luciferase reporter, luminescence; host cell line lacks STAT1; inhibition, % at 5.5 µM; 190,000 compounds, 0.89% hits; AID 862;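 active = inhibition above the mean inhibition across all screened compounds plus 3 SD, cut at about 44% in these data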;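 note: 0% = DMSO only wells and 100% = 100 µM nifuroxazide control wells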
# ROMK mod – modulators of human ROMK potassium channel; P48048; Tet-inducible ROMK, thallium flux fluorescence; actives lie on both sides; B-score at 10 µM; 130,000 compounds, 2% hits; AID 1918;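 active = signal ratio slope over the read window, or its plate-corrected B-score, at least 3 SD from the plate mean, either direction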;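 note: B-score of the F/F0 ratio slope over 7 to 12 s after thallium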
# Target sequence (P48048 whole entry, looked up): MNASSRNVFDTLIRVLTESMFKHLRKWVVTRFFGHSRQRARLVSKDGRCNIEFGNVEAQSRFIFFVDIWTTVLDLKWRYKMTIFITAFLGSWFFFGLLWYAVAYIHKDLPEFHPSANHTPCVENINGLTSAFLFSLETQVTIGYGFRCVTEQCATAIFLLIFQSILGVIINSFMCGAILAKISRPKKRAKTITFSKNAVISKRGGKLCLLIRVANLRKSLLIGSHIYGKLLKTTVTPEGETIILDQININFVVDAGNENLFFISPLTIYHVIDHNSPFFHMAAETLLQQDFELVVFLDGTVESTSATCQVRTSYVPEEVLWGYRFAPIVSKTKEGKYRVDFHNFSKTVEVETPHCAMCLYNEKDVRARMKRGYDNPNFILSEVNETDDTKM
# PPARg SRC-2 ag – agonists of SRC-2 recruitment by human PPARgamma | P37231 | PPARgamma LBD-SRC-2 recruitment, biochemical | activation, % at 8 µM | 200,000 compounds, 0.34% hits | AID 1032; in the data active = activation above about 22%;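 note: 0% = vehicle and 100% = reference agonist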
# PPARg SRC3 recr – promotes SRC-3 coactivator recruitment by human PPARgamma | biochemical PPARgamma/SRC-3 coactivator recruitment assay | activation, % at 8 µM | 200,000 compounds, 0.26% hits; in the data active = activation above about 23%;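 note: 0% = DMSO and 100% = reference agonist; some compounds past the cut are filed as inactive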
# SRC2 TRFRET art – counter-screen for PPARgamma SRC-2 recruitment agonists: TR-FRET artefact; hits give high values; 200,000 compounds, 0.4% hits; TR-FRET ratio at 8 µM; AID 1049; in the data active = TR-FRET ratio above about 2000; note: inactives centre near 1500
# STAT3 act – STAT3 signaling activation. activation (% of control), % at 5.6 µM. U3A cells, IL-6 STAT3-luciferase reporter, luminescence; 100% = signal with IL-6 EC80 alone. AID 871. 190,000 compounds, 0.91% hits;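 active = activation above the screen-wide mean of compound activation plus 3 SD, cut at about 130% in these data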;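 note: 0% = background luminescence of wells with medium and substrate only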
#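 System – human U3A cells carrying STAT3-luciferase construct · Probe or stimulus – Interleukin-6, 33 ng/mL · Schedule – compound 1 h, then IL-6 6 h at 37 °C · Signal – luminescence from STAT3-driven luciferase reporter · Evaluation – percent of IL-6-only median luminescence · Benchmarks – IL-6-only high control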
# TNAP act hi DEA – activators of human TNAP at high phosphate acceptor concentration; activation factor at 20 µM; purified TNAP, CDP-star luminescence, 1 M DEA, 30 min; hits give high values; 0 = EDTA background, 1 = DMSO-only activity; 200,000 tested, under 10 active; AID 1136; P05186;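 active = activation factor at least 2 at 20 µM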
# Target sequence (P05186 whole entry, looked up): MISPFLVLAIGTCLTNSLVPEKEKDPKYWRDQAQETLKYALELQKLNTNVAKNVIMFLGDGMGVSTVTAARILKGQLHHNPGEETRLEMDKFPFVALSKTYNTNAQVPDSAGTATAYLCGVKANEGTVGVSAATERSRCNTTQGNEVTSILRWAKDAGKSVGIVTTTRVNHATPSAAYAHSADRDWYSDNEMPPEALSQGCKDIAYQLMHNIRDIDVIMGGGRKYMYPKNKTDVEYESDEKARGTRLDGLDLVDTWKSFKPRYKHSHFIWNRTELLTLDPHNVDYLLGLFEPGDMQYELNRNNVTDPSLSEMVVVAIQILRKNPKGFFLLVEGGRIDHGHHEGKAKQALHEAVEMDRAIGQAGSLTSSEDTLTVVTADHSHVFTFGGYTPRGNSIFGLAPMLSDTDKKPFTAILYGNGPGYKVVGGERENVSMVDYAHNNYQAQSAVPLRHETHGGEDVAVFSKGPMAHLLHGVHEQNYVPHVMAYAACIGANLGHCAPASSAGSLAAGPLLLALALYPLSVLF
#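 Measured by: Luminescent substrate turnover signal | Test system: Human TNAP | Input: TNAP 1/800 final | Dosing: 20 µM single point | Schedule: 30 min, room temperature | Controls: EDTA wells as negative control, DMSO wells as positive control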
# bIAP activator – intestinal alkaline phosphatase (bovine) activation. activation factor at 20 µM. purified bovine IAP, CDP-star luminescence, 30 min; hits give high values; fold of DMSO-control signal, blank-subtracted. 200,000 compounds, 0.17% hits;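 active = activation factor of 2 or more at 20 µM, a signal rise over negative controls twice the positive control's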
# bIAP inh – intestinal alkaline phosphatase (bovine) inhibition; AID 1019; inhibition, % at 20 µM; 190,000 tested, under 10 active; purified bovine IAP, CDP-star luminescence, 30 min;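 active = over 50% inhibition of intestinal alkaline phosphatase at 20 µM in the single-dose screen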
#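 test system = bovine IAP enzyme | medium = DEA buffer 100 mM, pH 9.8, with MgCl2 1.0 mM, ZnCl2 0.02 mM | detection = luminescence | dosing = single compound dose of 20 µM, 2% DMSO final | incubation = 30 min reaction at room temperature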
# * = called active by the depositor; · = no result given.
# The opening 3 compounds as a preview:
SMILES,PPARg SRC1 recr,STAT1 inh,STAT3 blocker,ROMK mod,PPARg SRC-2 ag,PPARg SRC3 recr,SRC2 TRFRET art,STAT3 act,TNAP act hi DEA,bIAP activator,bIAP inh
COc1ccc(-n2c(Cc3cccn3C)nnc2SCC(=O)N2CCC(C)CC2)cc1,7,-4,-8,·,-3,0,1553,106,1,1.1,-14
COc1ccc(OC)c(NS(=O)(=O)c2ccc3c(c2)CCC(=O)N3)c1,1,-2,3,·,-5,-15,1470,100,1,1,1
Cc1ccc(OCCN2CCN(CC(O)Cn3c4ccccc4c4ccccc43)CC2)cc1 (centres undefined),13,3,-1,·,6,4,1623,100,1,1.1,-6

# The list itself (from the top)
SMILES,PPARg SRC1 recr,STAT1 inh,STAT3 blocker,ROMK mod,PPARg SRC-2 ag,PPARg SRC3 recr,SRC2 TRFRET art,STAT3 act,TNAP act hi DEA,bIAP activator,bIAP inh
COc1ccc(-n2c(Cc3cccn3C)nnc2SCC(=O)N2CCC(C)CC2)cc1,7,-4,-8,·,-3,0,1553,106,1,1.1,-14
COc1ccc(OC)c(NS(=O)(=O)c2ccc3c(c2)CCC(=O)N3)c1,1,-2,3,·,-5,-15,1470,100,1,1,1
Cc1ccc(OCCN2CCN(CC(O)Cn3c4ccccc4c4ccccc43)CC2)cc1 (centres undefined),13,3,-1,·,6,4,1623,100,1,1.1,-6
CCc1ccc(-c2cc(C(F)(F)F)n3nc(C(=O)Nc4cnn(Cc5ccccc5C)c4)cc3n2)s1,9,-5,9,·,2,2,1578,100,1,0.9,9
COc1ccc(OCCNC(=O)c2ccccc2OCC(=O)Nc2ccc(NC(C)=O)cc2)cc1,1,-3,14,0.0059,10,3,1446,95,1,1.1,-12
CCc1ccccc1OCCCCCNCCO,8,6,16,-0.13,4,5,1560,90,1,0.8,15
COc1ccc(C(=O)NCCc2nnc(SCC(=O)Nc3ccc(Br)cc3)n2C)cc1,3,-3,-5,·,2,8,1544,105,1.1,1,-2
O=S(=O)(NCCc1cn2ccccc2n1)c1ccc2c(c1)CCCC2,-4,-8,6,-0.0031,11,3,1387,95,1.1,0.8,15
O=c1[nH]c(N/N=C\c2ccc3c(c2)OCO3)nc2ccccc12,1,-45,35,0.81,-4,-3,1642,74,1,1.5,-51
O=C(CSc1ncccn1)NCc1ccc(F)cc1,-3,-10,1,·,0,-10,1492,103,1,0.9,6
Cc1[nH]c2ccccc2c1C(=O)C(=O)NCc1ccco1,6,5,13,-0.017,-5,0,1538,96,1,0.9,6
O=C(Nc1nnc(-c2ccco2)o1)c1ccc([N+](=O)[O-])s1,-4,-3,-7,0.61,6,3,1506,113,1,1.1,-11
Cn1ncc2c(Nc3ccc(-c4ccccc4)cc3)ncnc21,4,-15,8,·,19,1,1700,98,1,1,-3
CC(OC(=O)Cc1ccc(Cl)cc1)C(=O)NCCC1=CCCCC1 (centres undefined),-7,-3,8,-1.5,0,-2,1402,101,1.1,1.4,-42
CN(C(=O)c1cccc(C#N)c1)c1nnc(C2CCCO2)s1 (centres undefined),-8,-4,3,-0.14,-9,-4,1533,100,1.1,0.9,6
COc1ccc(-n2nc(C(C)=O)c(=O)[nH]c2=O)cc1,12,-13,-21,0.4,-2,-2,1461,119,1,1.1,-6
Cc1cc(/C=C(\C#N)C(=O)NC2CCCCCC2)c(C)n1C,4,3,3,·,-1,2,1552,102,1,1.1,-10
CC(C)CC(=O)N1CCN(S(=O)(=O)c2ccc(F)cc2)CC1,-1,-9,-3,·,-6,-7,1461,108,1,1,2
COCCNC(=O)CN(C(=O)Cn1nnc2ccccc21)c1ccccc1,8,9,6,·,4,4,1546,97,1,1,3
O=C(Nc1nn[nH]n1)c1cccc(Oc2ccccc2)c1,0,-4,-8,·,3,-6,1377,113,1.1,1,1
CCOC(=O)C1CCN(C(=O)CCCCn2c(=O)[nH]c3ccccc3c2=O)CC1,12,11,7,·,-1,5,1518,97,1,0.9,6
C=CCN(CC=C)CCCOc1ccc(C)cc1OC,-2,-10,0,-2.3,-3,-5,1483,104,1,1,0
CCOC(=O)c1sc(NC(=O)c2cc(-c3ccccc3C)nc3ccccc23)c(C#N)c1C,3,8,-2,0.52,0,-10,1401,105,1,1,-1
CCOc1cc(CO)cc(Br)c1OCC(N)=O,9,2,6,0.41,-6,6,1519,101,1,1,-1
CC1(C)N=C(SCC(=O)Nc2ccccc2)C(c2ccc(Cl)cc2)=N1,2,16,19,-1.5,7,2,1623,88,1,0.9,6

# Entries of single compounds, quoted from the list. Values in the order: PPARg SRC1 recr	STAT1 inh	STAT3 blocker	ROMK mod	PPARg SRC-2 ag	PPARg SRC3 recr	SRC2 TRFRET art	STAT3 act	TNAP act hi DEA	bIAP activator	bIAP inh
# Results for O=C(CSc1ncccn1)NCc1ccc(F)cc1 = -3	-10	1	·	0	-10	1492	103	1	0.9	6
# Results for Cc1ccc(OCCN2CCN(CC(O)Cn3c4ccccc4c4ccccc43)CC2)cc1 (centres undefined) = 13	3	-1	·	6	4	1623	100	1	1.1	-6
# Results for COc1ccc(OC)c(NS(=O)(=O)c2ccc3c(c2)CCC(=O)N3)c1 = 1	-2	3	·	-5	-15	1470	100	1	1	1

# As a short view, some entries already given.
SMILES,PPARg SRC1 recr,STAT1 inh,STAT3 blocker,ROMK mod,PPARg SRC-2 ag,PPARg SRC3 recr,SRC2 TRFRET art,STAT3 act,TNAP act hi DEA,bIAP activator,bIAP inh
CCOC(=O)c1sc(NC(=O)c2cc(-c3ccccc3C)nc3ccccc23)c(C#N)c1C,3,8,-2,0.52,0,-10,1401,105,1,1,-1
CCOc1cc(CO)cc(Br)c1OCC(N)=O,9,2,6,0.41,-6,6,1519,101,1,1,-1
CC1(C)N=C(SCC(=O)Nc2ccccc2)C(c2ccc(Cl)cc2)=N1,2,16,19,-1.5,7,2,1623,88,1,0.9,6

# Additional structures follow:
SMILES,PPARg SRC1 recr,STAT1 inh,STAT3 blocker,ROMK mod,PPARg SRC-2 ag,PPARg SRC3 recr,SRC2 TRFRET art,STAT3 act,TNAP act hi DEA,bIAP activator,bIAP inh
CCOC(=O)N1CCC(N2CCCC(CO)(Cc3ccccc3C)C2)CC1 (centres undefined),-6,-1,-4,-0.91,-8,1,1526,108,1,1,-2
O=C(CN1CCCCC1)Nc1ccccc1NC(=O)CN1CCCCC1,-1,0,-2,-0.23,16,7,1717,104,1.1,1,-3
Cc1cc(NCCOCCO)n2ncc(-c3ccc(Cl)cc3)c2n1,4,-83,-10,-1.6,6,11,1546,110,1,0.9,10
Cc1ncoc1C(=O)N1CCCC(C(=O)c2cccc(C(F)(F)F)c2)C1 (centres undefined),4,4,8,-0.1,3,-1,1588,96,1,1,-1
COC(=O)c1nc(N)sc1-c1ccccc1,1,17,0,0.35,-4,-10,1498,103,1,0.9,12
Cc1cccc(-c2noc(CN(C(=O)c3c(-c4ccccc4Cl)noc3C)C(C)C)n2)c1,0,3,12,·,5,8,1583,97,1.1,1,-5
Cc1cc(C)c2c(CN3CCN(C/C=C/c4ccccc4)CC3)cc(=O)oc2c1,6,7,5,-1.8,-2,9,1749,102,1,1,-4
O=C(CN1CCCCCCC1)Nc1cc(Cl)cc(Cl)c1,1,-4,1,0.69,5,-1,1477,103,1,0.9,13
Cc1[nH]nc2c1C(c1ccccn1)N(c1ccc(Br)cc1)C2=O (centres undefined),5,-7,6,·,14,8,1592,101,1,1.1,-11
O=C(Nc1ccc(S(=O)(=O)N2CCCC2)cc1)N1c2ccccc2Sc2ccccc21,4,-2,-5,0.67,10,18,1890,111,1,1.1,-9
CCCCC(=O)Nc1nc(C)c(-c2csc(Nc3cc(Cl)ccc3OC)n2)s1,-7,-7,0,·,-2,0,1525,104,1.1,0.9,6
Cc1nc2ccccc2n1CC(=O)N1CC(=O)Nc2ccccc21,-7,5,6,·,0,-5,1536,99,1,1,-3
COc1ccc(NC(=O)c2cccc(NC(=O)C3C4CC5OC(=O)C3C5C4)c2)c(OC)c1 (centres undefined),9,-2,8,·,4,-1,1727,97,1,0.9,10
CCC(=O)N(CCC(c1ccco1)c1ccccc1OC)Cc1cccs1 (centres undefined),1,2,-4,·,-7,-10,1595,105,1.1,1.1,-7
O=C(CCCN1C(=O)c2cccnc2C1=O)Nc1ccccc1F,2,-6,-3,-0.082,-5,-3,1533,104,1,1,-2
CCOC(=O)c1sc(NC(=O)COC(=O)Cn2cnc3ccccc32)c(C(=O)OCC)c1C,8,-1,8,-0.092,6,0,1504,98,1,1,2
Cc1cccc(N2CCN(C(=O)CCNS(=O)(=O)c3ccc4c(c3)CCC(=O)N4)CC2)c1C,9,8,17,·,10,-4,1392,90,1.1,1,5

# High-throughput results from PubChem.
